GalR3 antag – antagonists of human GalR3 | O60755 | HEK293 GalR3-CNG cAMP membrane potential fluorescence; galR3 body fused to GalR1 C-terminus | inhibition, % at 3 µM | actives 0.44% (n = 360,000);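 active = inhibition above the screen-wide average plus 3 SD, cut at about 13% in these data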;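 note: forskolin and galanin both at EC90 stimulate the cells; cAMP rise reported by CNG channel membrane potential dye signal; 0% = forskolin plus galanin with DMSO and 100% = forskolin alone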
Target sequence (O60755 1-299 limits assumed): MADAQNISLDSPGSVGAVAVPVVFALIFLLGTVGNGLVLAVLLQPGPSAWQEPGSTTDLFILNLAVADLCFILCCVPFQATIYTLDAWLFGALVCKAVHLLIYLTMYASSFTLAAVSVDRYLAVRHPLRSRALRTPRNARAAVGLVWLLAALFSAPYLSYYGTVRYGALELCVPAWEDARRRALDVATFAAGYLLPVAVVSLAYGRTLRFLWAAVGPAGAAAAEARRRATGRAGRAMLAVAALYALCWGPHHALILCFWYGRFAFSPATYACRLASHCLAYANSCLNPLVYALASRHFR
* hit, by the source's call. This is a subset; rates above refer to the full screens.

GalR3 antag,Structure
-4,CC(O)(c1ccc(F)c(F)c1)c1nc(-c2cccc3cccnc23)cs1 (stereo not drawn)
-5,CCCc1c(C(=O)N/N=C/c2ccc3c(c2)OCO3)nnn1-c1nonc1N
-3,O[C@@H]1C[C@H](c2ccccc2)N(CC2CCCCC2)C[C@H]1n1cc(C2CC2)nn1
-5,CC(C)NC(=O)c1cc(C2CCCCN2S(=O)(=O)c2cccc3cccnc23)on1 (stereo not drawn)
-5,O=c1[nH]c(C(F)(F)C(F)(F)C(F)(F)F)no1
-6,CC1(C(=O)NS(=O)(=O)c2ccccc2C(F)(F)F)CCN1C(=O)c1cccc(F)c1 (stereo not drawn)
-7,COCCN1C(=O)CN(S(C)(=O)=O)CC1(C)C(=O)Nc1ccc2c(c1)OCCO2 (stereo not drawn)
-3,O=C1C[C@@H]2c3c(cccc3CN1Cc1ccccc1)C[C@@H](O)[C@H]2O

Next section:
GalR3 antag,Structure
-4,CCN(CC)C(=O)C1=C(C)N(Cc2ccc(OC)cc2)C(=O)C(CC(=O)NCc2cccc3ccccc23)C1 (stereo not drawn)
-3,CN(C)C(=O)c1cccc(-c2cccc3nccn23)c1
3,CC(C)(C)OC(=O)N(CCc1ccccc1)Cc1cccc(OCc2cccc(NC(=O)c3ccccc3)c2)c1
-4,O=C(C[C@H]1C[C@H]2c3cc(NS(=O)(=O)c4ccc(F)cc4)ccc3O[C@H]2[C@H](CO)O1)NCc1ccncc1
-4,CCCCN(C)c1c(C)nc2ccc(C(=O)Nc3ccc(OC)c(OC)c3)cn12
-5,COCCCN1C(=O)C(CC(=O)NCC2CCCCC2)CC(C(=O)N(C(C)C)C(C)C)=C1C (stereo not drawn)
-4,CNc1cncc(-c2cccc(C(=O)N3CCOCC3)c2)n1
-4,O=C(/C=C(\Nc1cccc(Cl)c1F)c1ccccc1)c1ccccc1

Continuation:
GalR3 antag,Structure
-6,COc1ccc(N2C[C@H](C)[C@@H](CC(=O)Nc3ccccc3)C2=O)cc1
-6,CN(O)C(=S)c1ccccc1
-3,Cc1nc2c(OCc3ccccc3)cccn2c1N(C)C(=O)C1CCCCC1
-1,Cc1cnc(CNC(=O)C2(C)CCCN2CC(C)C)cn1 (stereo not drawn)
-4,CC(O)(c1ccc(F)c(F)c1)c1nc(-c2ccoc2)cs1 (stereo not drawn)
-7,CCc1nc2c(OCc3ccc(Cl)cc3)cccn2c1N(C)C(=O)c1ccc(C)cc1
-3,O=C(CCCCC(=O)NN=Cc1ccc2c(c1)CCC2)NN=Cc1ccc2c(c1)CCC2
-5,COc1ccc(NC(=S)Nc2ccc3c(c2)c(=O)n(C)n3-c2ccccc2)cc1

Next section
GalR3 antag,Structure
-3,O=C(Cc1csc(-c2cccc(F)c2)n1)Nc1cccc(S(=O)(=O)NC2=NCCC2)c1
-1,CC1Cc2[nH][nH]c(=O)c2C(C2CC2)O1 (stereo not drawn)
-5,CC(C)(C)Cc1c(-c2ccc(F)cc2)nc2ccc(Cl)cn12
-5,O=[N+]([O-])c1cccc(C=NNc2ccc3ccccc3n2)c1O
-8,O=C(O)C(=Cc1ccc([N+](=O)[O-])cc1)c1ccccc1
-2,CCOC(=O)C1(C)CCN1C(=O)Cc1ccc(OC)cc1 (stereo not drawn)
-6,CC(C)OCCCNc1nc2c(cnn2C)c(=O)[nH]1
-2,Cc1ccc(C(=O)C2CC2)cc1C

Later entries
GalR3 antag,Structure
-3,O=C1N[C@@H](Cc2ccccc2)C(=O)N2CCCC12 (stereo partly drawn)
-8,CCCCCCCCN1C(=O)[C@H](CC(=O)NCc2ccccc2)C[C@@]2(C(=O)OC)CC(C)(C)CC=C12
4,OCc1ccccc1OCc1ccccc1
-5,O=C(c1ccco1)N1CCN(C(=O)c2[nH]c(C(F)(F)F)nc2-c2ccccc2)CC1
-3,COC(=O)N(C)C[C@H]1OCc2cn(nn2)CCCC(=O)N([C@@H](C)CO)C[C@@H]1C
-5,O=C1NC[C@H](Cc2ccccc2)N(C[C@H]2CCCN2C[C@H](Cc2ccccc2)N2C[C@H](Cc3ccccc3)N(CCc3ccccc3)C(=O)C2=O)C1=O
-4,Cc1cn(C2CCCO2)c(=O)nc1N (stereo not drawn)
-4,C=C1C(=O)C23C(O)C1CCC2C12COC3(O)C(O)C1C(C)(C)CCC2O (stereo not drawn)

Next structures follow.
GalR3 antag,Structure
-3,Cc1cc(/C=C(\C#N)C(=O)OCC(=O)N(C)c2c(N)n(Cc3ccccc3)c(=O)[nH]c2=O)c(C)n1CC(C)C
-5,CC(=O)Nc1ccc(-c2ccnc3c2CC(C(=O)Nc2ccc4c(c2)OCO4)O3)cc1 (stereo not drawn)
-7,COc1ccc(Cl)cc1-c1cc(C(=O)NC2CCCCC2)[nH]n1
-6,CNC(=O)C1(C)CCN1C(=O)Cc1ccc(C(C)C)cc1 (stereo not drawn)
-7,Cc1ccc(S(=O)(=O)N2CCC[C@H]2C(=O)OCC(=O)N2c3ccccc3NC(=O)C2(C)C)cc1
-4,CC(C)(C)C(=O)Nc1ccc(C(=O)COC(=O)C2=COCCO2)cc1
1,CCOC(=O)C1=CCC(c2cc3ccccc3[nH]2)NC1 (stereo not drawn)
-7,CC1(C(=O)NS(=O)(=O)c2cccc(F)c2)CCN1C(=O)CC1CCCCC1 (stereo not drawn)

The list goes on:
GalR3 antag,Structure
-5,COc1ccc(NC(=O)C2(C)CCCN(C(C)C)C2)cc1F (stereo not drawn)
-7,COc1cccc(-c2cnc3c(NC=O)cc(-c4ccoc4)cn23)c1
-6,O=C(c1cnc(Cc2c[nH]c3ccccc23)c(I)c1)N1CCN(Cc2ccccc2)CC1
-3,CC1(C)CC(=O)C=C(C#CC2(O)CCCCC2)C1
-7,COc1ccc(NC(=O)c2cccc3ccccc23)cc1OC
-6,CC(=O)Nc1ccc(CN2CCC2(C)C(=O)NC2CCN(Cc3ccccc3)CC2)cc1 (stereo not drawn)
-7,O=C(Cc1cccc(NC(=O)C2CCN(C(=O)C3CC3)CC2)c1)Nc1cccc(C(=O)N2CCOCC2)c1
-6,COc1ccc(NS(=O)(=O)c2cc(NC(=O)C3=NN(c4ccccc4)C(=O)CC3)ccc2C)cc1

Part of the list above, set out differently:
compound: COc1ccc(Cl)cc1-c1cc(C(=O)NC2CCCCC2)[nH]n1
  GalR3 antag: -7

compound: OCc1ccccc1OCc1ccccc1
  GalR3 antag: 4

compound: O=C(C[C@H]1C[C@H]2c3cc(NS(=O)(=O)c4ccc(F)cc4)ccc3O[C@H]2[C@H](CO)O1)NCc1ccncc1
  GalR3 antag: -4

Carrying on:
GalR3 antag,Structure
-4,CCNC(=O)C1(C)CCCN(C(=O)c2cccnc2Oc2ccccc2)C1 (stereo not drawn)
-3,CC(=NNc1nc2ccccc2o1)c1ncccn1
14*,Oc1ccc2ccccc2c1CN1CCCCC1
3,C[C@@H]1CN([C@H](C)CO)C(=O)CCCn2nncc2CO[C@H]1CN(C)C(=O)C1CC1
-4,CCCCn1c2c(cc(C(=O)OC)c1=O)C(=O)CCC2
-6,COc1cc2c(cc1OC)C(c1ccccc1)N(Cc1ccc(S(=O)(=O)NC(=O)c3ccco3)cc1)CC2 (stereo not drawn)
-5,CCN1C[C@@H]2[C@@H]3C(=O)N(Cc4ccccc4)C(=O)[C@@H]3[C@](Cc3ccccc3)(C1=O)N2C(=O)c1ccc(C(F)(F)F)cc1
1,COCCCNC(=O)C[C@@H]1C[C@@]2(C(=O)OC)CCCCC=C2N(Cc2ccccc2)C1=O

GalR3 antag, hit marks shown above.
GalR3 antag,Structure
14*,Oc1ccc2ccccc2c1CN1CCCCC1

(more compounds)
GalR3 antag,Structure
-3,COC(=O)[C@]12C[C@H](CC(=O)NCc3cccc4ccccc34)C(=O)N(Cc3ccc4c(c3)OCO4)C1=C[C@H](COCc1ccccc1)O[C@@H]2C
-7,O=C1[C@H]2[C@@H](c3ccccc3)N[C@]3(CCCN(Cc4ccccc4)C3=O)[C@H]2C(=O)N1Cc1ccccc1
-8,CCCc1nc2ccc(C)cn2c1Cc1cccc(F)c1
-8,CC1(Oc2cccc(Cl)c2)CCN(Cc2ccc(OC(F)(F)F)cc2)C1 (stereo not drawn)
-9,CN(Cc1ccc(Cl)cc1)C(=O)c1[nH]c(C(F)(F)F)nc1-c1ccccc1
-7,O=C(NCc1ccc(F)cc1)c1cc(C2CCCCN2S(=O)(=O)c2ccccc2)on1 (stereo not drawn)
-2,COC(=O)[C@]12CCCCC=C1N(Cc1ccc3c(c1)OCO3)C(=O)[C@H](CC(=O)N1CCC(c3ccccc3)CC1)C2
-6,COC(=O)C1=C(C)N(C)C(=NCc2ccc(C(F)(F)F)cc2)NC1c1ccccc1C(F)(F)F (stereo not drawn)

(continued)
GalR3 antag,Structure
-5,Cc1cn(C2CCCCO2)c(=O)nc1NO (stereo not drawn)
-4,C[n+]1cc2c3c(ccc2c2ccc4cc5c(cc4c21)OCO5)OCO3
-5,OC(c1ccc(Cl)c(F)c1)c1ncc(-c2cccc(F)c2)[nH]1 (stereo not drawn)
-4,Cc1cc(-c2cc(NC(=O)Cc3c(C)[nH]c4ccccc34)ccc2N(C)c2cccnc2)ccc1F
-1,O=C(OCC(=O)N1CCN(c2ccccc2)CC1)C1CCCN1S(=O)(=O)c1ccc(Cl)cc1 (stereo not drawn)
-5,Cc1ccc(S(=O)(=O)n2c(N)nc3cc(C)c(C)cc32)cc1
-9,COC(=O)[C@@]12C[C@@H](CC(=O)NCCCCc3ccccc3)C(=O)N(Cc3ccc4c(c3)OCO4)C1=CCC(C)(C)C2
-6,CCOc1ccc(CNC(=O)CN2C(=O)CSc3ccc(S(=O)(=O)N4CCOCC4)cc32)cc1

Quoted at random: four entries already listed
GalR3 antag,Structure
-9,COC(=O)[C@@]12C[C@@H](CC(=O)NCCCCc3ccccc3)C(=O)N(Cc3ccc4c(c3)OCO4)C1=CCC(C)(C)C2
-1,O=C(OCC(=O)N1CCN(c2ccccc2)CC1)C1CCCN1S(=O)(=O)c1ccc(Cl)cc1 (stereo not drawn)
-5,OC(c1ccc(Cl)c(F)c1)c1ncc(-c2cccc(F)c2)[nH]1 (stereo not drawn)
-5,Cc1ccc(S(=O)(=O)n2c(N)nc3cc(C)c(C)cc32)cc1

Next section.
GalR3 antag,Structure
-6,COc1ccc(F)cc1S(=O)(=O)N1CCc2ccccc2C1
-1,CCCn1cnc2c(Sc3c([N+](=O)[O-])ncn3C)nc(N)nc21
-8,COC(=O)[C@]12CCCCC=C1N(Cc1ccco1)C(=O)[C@H](CC(=O)N1CCC(c3ccccc3)CC1)C2
-4,CC(=O)N1CCOc2ccc(S(=O)(=O)NC[C@H]3O[C@@H](n4ccc(N)nc4=O)[C@H](O)[C@@H]3O)cc21
1,Nc1ccc2c(c1)Cc1cc(N)c(Cl)cc1-2
-7,CN(C)C(=O)c1cc2c(c(-c3cccc(-c4ccccc4F)c3)n1)[C@@H](CCO)N(S(C)(=O)=O)C2
-5,O=C(NCc1ccccc1CN1CCCC1)c1ccc(S(=O)(=O)Nc2ccccc2F)cc1
-8,C[C@@H]1CN([C@H](C)CO)C(=O)CCCn2nncc2CO[C@@H]1CN(C)S(=O)(=O)c1cccs1

Ordered by the number under GalR3 antag (lowest first): 5 of the compounds above.
GalR3 antag,Structure
-7,Cc1ccc(S(=O)(=O)N2CCC[C@H]2C(=O)OCC(=O)N2c3ccccc3NC(=O)C2(C)C)cc1
-6,COc1ccc(F)cc1S(=O)(=O)N1CCc2ccccc2C1
-5,CCN1C[C@@H]2[C@@H]3C(=O)N(Cc4ccccc4)C(=O)[C@@H]3[C@](Cc3ccccc3)(C1=O)N2C(=O)c1ccc(C(F)(F)F)cc1
-4,CCCCN(C)c1c(C)nc2ccc(C(=O)Nc3ccc(OC)c(OC)c3)cn12
-3,CC(=NNc1nc2ccccc2o1)c1ncccn1

Carrying on.
GalR3 antag,Structure
-7,Cc1cccc(C)c1NC(=O)C(c1ccnc2ccccc12)n1c(=O)c(-c2ccco2)nc2ccccc21 (stereo not drawn)
-1,O=C1/C(=C/c2ccccn2)SC(=S)N1Nc1ncc(C(F)(F)F)cc1Cl
-4,CC1(C(=O)NCc2ccc3c(c2)OCO3)CCN1C(=O)Cc1cccs1 (stereo not drawn)
-4,C=CCN1[C@@H](C)[C@H](c2ccccc2)Oc2cccc(N3CCCC(C)C3)c2S1(=O)=O (stereo partly drawn)
-5,COc1ccc(N=CC2CCCCC2=O)c([N+](=O)[O-])c1 (stereo not drawn)
-3,CC(=O)Nc1cc(-c2cccc(F)c2)cn2c(-c3ccc(F)cc3)cnc12
-3,O=C(OCc1cn([C@@H]2CN(CC3CCCCC3)[C@@H](c3ccccc3)C[C@H]2O)nn1)c1ccccc1
-2,CC(C)(C)C(=O)c1c(N)[nH]c(C(=O)c2ccccc2)c1-c1ccccc1

(more compounds)
GalR3 antag,Structure
-3,CCOc1ccc(CCN2C(=S)N([C@@H](CC(C)C)CN3CCCC3CN3C(=S)NC[C@@H]3Cc3ccc(O)cc3)C[C@@H]2CC(C)C)cc1 (stereo partly drawn)
-6,O=C(CC[C@H]1O[C@@H](n2cnc3c(NC(=O)c4ccccc4)ncnc32)[C@H](O)[C@@H]1O)NCc1ccco1
-6,Cc1ccc(-c2nn3c(-c4ccccc4)nnc3o2)cc1
-3,Brc1cccc(-c2nc3c4ccccc4ccn3c2Cc2ccsc2)c1
-7,CCc1nc2ccc(C(=O)NCc3ccc4c(c3)OCO4)cn2c1N(C)CCC(C)C
-8,O=S1(=O)c2cc(Cl)ccc2N2CC[C@H](C2)N1Cc1ccc(Cl)c(Cl)c1
-6,CCCCOC1NC(=O)NC(=O)C1(F)C(=O)OCC (stereo not drawn)
-5,COc1cccc(/C=C/C(=O)OCC(=O)Nc2ccc3c(c2)OCCO3)c1

(more compounds)
GalR3 antag,Structure
-4,CCN(C(=O)COC(=O)CCCc1c[nH]c2ccccc12)c1c(N)n(Cc2ccccc2)c(=O)[nH]c1=O
-4,COc1ccc([C@H]2C[C@H](n3cc(COC(=O)c4ccccc4)nn3)[C@@H](O)CN2C(=O)c2cccs2)cc1
1,CC1(C(=O)NCc2ccccc2)CSCC(=O)N1C1CCN(Cc2ccccc2)CC1 (stereo not drawn)
-5,COc1cc(C#N)c(NC(=S)N2CCN(C(=O)c3ccco3)CC2)cc1OC
-2,C[C@@H]1CN([C@@H](C)CO)S(=O)(=O)c2ccc(Br)cc2O[C@H]1CN(C)C(=O)C1CCCCC1

Assay outcomes as filed in PubChem BioAssay.
